# S100A4 inh HTS – blocks human S100A4 binding to myosin IIA peptide; inhibition, % at 10.7 µM; P26447; actives 0.14% (n = 360,000); S100A4/TAMRA-MyoIIA peptide fluorescence polarization;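 active means mean inhibition of at least 70% across replicates, with every replicate also reaching that level; inconclusive means mean inhibition reaches 70% but some replicates fall short; inactive means mean inhibition below 70%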
#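 incubation = readout 5 min after mixing, signal stable up to 60 min | system = S100A4 monomer protein | buffer or medium = HEPES pH 7.2 with CaCl2, KCl, NaCl, DTT, Triton | benchmarks = neutral control DMSO, positive control TFP | also added = fluorescent myosin IIA peptide, 5 nM | compound dosing = one concentration per compound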
# PglD inh – inhibitors of Campylobacter jejuni PglD acetyltransferase | purified PglD enzyme, DTNB colorimetric CoA detection | inhibition, % at 12.5 µM | actives 0.098% (n = 360,000) | AID 602405; in the data active means inhibition above about 16%, passing the limit was not always enough; inconclusive means no clear call, values can overlap the other calls; further: strong numbers were not always called active
# FN deposit inh – fibronectin deposition inhibition | actives 0.086% (n = 350,000) | inhibition, % at 12.6 µM | AH1F fibroblasts, Alexa488-fibronectin deposition fluorescence, overnight | AID 743247;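 active means mean inhibition across replicates of 30% or more, regardless of how many single replicates reach that level; inconclusive means mean under 30% yet at least half of replicates reach 30%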;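 further: positive control wells lacked labelled fibronectin entirely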
#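 Schedule: 1 h cell adhesion before compound, then overnight fibronectin incubation; test system: AH1F fibroblast monolayer depositing Alexa488-labelled fibronectin into matrix; quantity: 10000 AH1F cells per well; probe or stimulus: fluorescent fibronectin at 24 nM final; signal: fluorescence, ex 485 nm, em 525 nm; evaluation: percent inhibition as loss of matrix-bound fibronectin fluorescence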
# PAX8 inh HTS – inhibitors of PAX8 transcriptional activity in RMG-I cells; RMG-I TPO-luciferase reporter, SteadyGlo, 24 h; inhibition, % at 12.6 µM; actives 1.2% (n = 360,000);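 active means mean replicate inhibition at least 60% with every replicate also reaching 60%; inconclusive means only one of the two criteria is met; inactive means mean below 60% and not all replicates reaching 60%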;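 further: luciferase light reporting Pax8 driven TPO promoter activity; plate controls were median of neutral control wells for no effect and mitoxantrone controls for full effect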
# LGR2 antag – inhibitors of bursicon-induced Drosophila LGR2 receptor cAMP signaling; actives 0.35% (n = 380,000); HEK293 LGR2, CRE-luciferase, bursicon-stimulated, 4 h; inhibition, % at 9.99 µM;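 active means drop in luminescence signal, shown as inhibition above about 50% in the replicate tests, limit read from the data, passing the limit was not always enough; inconclusive means probably only some replicates passing the limit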;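 further: agonist challenge used bursicon conditioned medium at about half maximal strength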
# ERAP1 inh – inhibitors of human ERAP1 aminopeptidase | recombinant ERAP1, Leu-AMC fluorescence, 60 min | inhibition, % at 10.7 µM | actives 0.15% (n = 340,000) | AID 652197;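 active means mean replicate inhibition of at least 30%, or all replicates individually reaching that 30% level; inactive means mean below 30% and not every replicate reaching it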;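 further: 0% = neutral control wells and 100% = L-leucinethiol positive control wells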
# Target sequence (Q9NZ08 whole entry, looked up): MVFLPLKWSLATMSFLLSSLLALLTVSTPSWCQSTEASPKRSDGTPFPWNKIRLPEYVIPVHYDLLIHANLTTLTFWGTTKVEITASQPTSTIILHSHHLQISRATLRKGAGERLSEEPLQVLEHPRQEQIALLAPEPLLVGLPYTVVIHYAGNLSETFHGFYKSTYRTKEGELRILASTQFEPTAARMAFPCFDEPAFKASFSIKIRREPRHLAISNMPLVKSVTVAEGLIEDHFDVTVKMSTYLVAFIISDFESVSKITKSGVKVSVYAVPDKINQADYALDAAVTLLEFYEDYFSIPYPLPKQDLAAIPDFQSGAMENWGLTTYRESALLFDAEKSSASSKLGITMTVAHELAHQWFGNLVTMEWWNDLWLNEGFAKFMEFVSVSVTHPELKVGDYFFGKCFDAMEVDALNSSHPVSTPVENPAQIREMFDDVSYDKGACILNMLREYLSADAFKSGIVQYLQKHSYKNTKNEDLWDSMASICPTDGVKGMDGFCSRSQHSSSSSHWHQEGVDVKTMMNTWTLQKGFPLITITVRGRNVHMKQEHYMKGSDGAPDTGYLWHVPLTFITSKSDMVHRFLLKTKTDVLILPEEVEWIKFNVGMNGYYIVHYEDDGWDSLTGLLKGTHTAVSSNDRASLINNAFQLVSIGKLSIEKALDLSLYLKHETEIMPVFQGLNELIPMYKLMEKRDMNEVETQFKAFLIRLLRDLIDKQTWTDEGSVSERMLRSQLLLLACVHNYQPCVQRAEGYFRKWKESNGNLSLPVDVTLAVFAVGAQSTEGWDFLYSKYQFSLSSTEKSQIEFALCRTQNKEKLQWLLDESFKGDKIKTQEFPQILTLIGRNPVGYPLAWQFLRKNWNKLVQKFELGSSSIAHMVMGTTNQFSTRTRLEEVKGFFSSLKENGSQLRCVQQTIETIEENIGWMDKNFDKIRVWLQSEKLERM
# PGC1a acetyl inh – lowers PGC1a acetylation signal in U2OS cells; AlphaScreen anti-acetyl-lysine; with virally co-expressed GCN5 acetyltransferase; inhibition, % at 15.6 µM; actives 0.17% (n = 350,000); AID 651687;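 active means every replicate shows inhibition of at least 40%; inconclusive means mean inhibition at least 40% but some replicate below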;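 further: 0% = neutral control wells and 100% = positive control wells; some results beyond the cut were filed as inactive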
# EWS-Fli block – blocks EWS/Fli oncoprotein-driven transcription. A673 NR0B1-luciferase reporter, viability-normalised. inhibition, % at 12.6 µM. actives 0.67% (n = 350,000);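 active means mean inhibition of at least 50% after viability correction, with every replicate also passing that limit; inconclusive means mean reaches 50% but only one of two replicates passes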;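 further: firefly luciferase signal divided by Alamar Blue viability fluorescence both relative to DMSO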
# The depositor's hits bear a star; u = inconclusive; x = no result given; & = joins results of further samples. Not all compounds are listed; rates above refer to the full screens.
# Second line of a record: S100A4 inh HTS, PglD inh, FN deposit inh, PAX8 inh HTS, LGR2 antag, ERAP1 inh, PGC1a acetyl inh, EWS-Fli block
CN1CC[C@@H]2CN[C@H](c3ccccc3Br)C[C@@H]21
 : 0, x, 0, -11, -12, 4, x, 0
CCOC(=O)c1ccccc1NC(=O)c1c(O)[nH]c(=S)[nH]c1=O
 : -5, -4, 10, 29, 5, -1, 8, -1
C[C@H]1CN([C@@H](C)CO)C(=O)c2c(c3ccccc3n2C)-c2ccccc2CO[C@@H]1CN(C)C(=O)Oc1ccccc1
 : 6, x, 13, 27, -5, 0, -2, 2
O=C(O)C1Cc2ccccc2N2CCCC12 (stereo not given)
 : 2, 0, -3, -14, -13, 2, x, 6
CS(=O)(=O)c1ccc(C2=C(CNC(=O)c3nccs3)[C@H]3CC[C@@H](C2)N3Cc2ccco2)cc1
 : -1, 0, -6, -12, -2, -11, 1, -2
NC1C2CN3CCN(C2)CC1(c1ccccc1)C3 (stereo not given)
 : -2, -4, 4, 0, -7, x, u, 3
COc1ccc(N2CC2c2ccncc2)cc1 (stereo not given)
 : 7, x, 3, -11, -1, 0, 7, 8
CCOCN(C(=O)CCl)c1c(C)cccc1CC
 : 2, -4, 4, 7, 1, 1, 4, 14
C/C=C1/C[N+]2(C)CCC34C(=C(C=O)[C@H]1C[C@@H]32)Nc1ccccc14 (stereo not given in full)
 : 0, 6, -8, -14, -22, 25, x, -7
COc1ccc(NP(=O)(Oc2ccc(Cl)cc2)Oc2ccc(Cl)cc2)cc1OC
 : -2, -7, -7, 11, 19, 2, -10, 3
Cc1ccc(OC(=O)N(C)C[C@@H]2OCc3cnnn3CCCC(=O)N([C@@H](C)CO)C[C@@H]2C)cc1
 : 3&2&12, -3&0&-1, -1&0, -13&-5, 10&-13, -3&-2&3, -2&-5&5, 4&1&-1
N#CSCC(=O)N1c2ccccc2CCc2ccccc21
 : x, 4, -3, 3, 17, x, 6, x
CC/C(=N\NC(=O)c1ccccc1O)c1c(O)n(Cc2ccccc2)c(=O)[nH]c1=O
 : 4, x, 11, -7, 4, 9, -1, -44
O=C(COc1ccc2ccccc2c1)N1CCN(Cc2c[nH]c3ccccc23)CC1
 : -2, 5, x, x, -11, 6, 27, x
O=C(NC1CN2CCC1CC2)c1ccc(Cl)cc1 (stereo not given)
 : -2, x, x, x, -9, -3, x, -2
Cc1cc(Cl)ccc1OCC(=O)O
 : 3&-1, 0, -2&-1, -13, 0, -3, 3, 7
O=c1[nH]c2ccccc2n1C1CCN(C(c2ccccc2OC(F)(F)F)c2nnnn2-c2ccc3c(c2)OCCO3)CC1 (stereo not given)
 : -2, -1, -13, 94*, 46, -4, -1, 15
CC(Cc1ccc(O)cc1)NCC(O)c1ccc(O)c(O)c1 (stereo not given)
 : 1, -4, 5, 0, -21, -4, 0, 0
CCN(CC)C(=O)COc1cc(C)cc2oc(=O)c3c(c12)CCCC3
 : 2, 5, -1, 82*, -4, 3, -8, 15
COc1ccc(C(=O)O)cc1OC
 : 4, -1, x, x, 5, 0, -2, 3
N#Cc1ccc(NC(=O)CN2C(=O)NC3(CCCC3)C2=O)cc1Cl
 : 7, -1, 2, 1, 9, 3, x, -11
C[C@]1(O)CC[C@H]2[C@@H]3CCC4=CC(=O)CC[C@]4(C)[C@@]3(F)[C@@H](O)C[C@@]21C
 : -10, -2, x, x, 0, -7, -23, -6
CCSc1nnc([C@@H](N)Cc2ccccc2)o1
 : x, 3, 4, x, 7, x, -8, x
CC1CCCN(C(=O)CCl)C1 (stereo not given)
 : -3, 2, 0, -37, x, -2, -6, 17
O=[N+]([O-])c1c(Cl)c(Cl)c(Cl)c(Cl)c1Cl
 : -5, 3, 4, -4, 15, 1, 7, 3
COc1ccc(C#Cc2ccc([C@@H]3[C@@H](CO)N4CCCCN(C(=O)Cc5ccncc5)C[C@H]34)cc2)cc1
 : -16, -5, x, -2, -1, -2, 11, x
Cc1ncoc1C(=O)NCC1=C(c2ccc3ccccc3c2)C[C@@H]2CC[C@H]1N2Cc1ccco1
 : 1, -8, 1, 15, 19, 0, 0, -2
COc1ccc(-n2c(-c3ccccc3)nc3ccccc3c2=O)cc1
 : 1, x, 13, 18, 16, x, -7, 16
C=C(C)CSc1nnc([C@@H](N)Cc2ccccc2)o1
 : 2, x, -6, 5, 2, x, x, -18
COC(=O)C1=C(c2ccccc2OCc2ccccc2)C[C@@H]2CC[C@H]1N2C(=O)NCCc1ccc(F)cc1
 : -3, 3, -7, 49, 49, 1, x, 12
COC(=O)[C@]12OC[C@]34C([C@@H](O)[C@@H]1O)[C@]1(C)CC(=O)C(O)=C(C)[C@@H]1C[C@H]3OC(=O)[C@H](O)[C@@H]24 (stereo not given in full)
 : 3, 0, 8, -2, 93*, 0, x, -20
C=CC1CN2CCC1CC2C(O)c1ccnc2ccccc12 (stereo not given)
 : 3, -3, x, x, 37, -2, -9, 7
CN1CCN(C(=O)COc2ccc(S(=O)(=O)NC3CCCCC3)cc2Cl)CC1
 : 2, 1, 5, 22, 4, -1, x, 11
CC1OC(OC2C(O)CC(OC3C(O)CC(OC4CCC5(C)C(CCC6C5CCC5(C)C(C7=CC(=O)OC7)C(O)CC65O)C4)OC3C)OC2C)CC(O)C1O (stereo not given)
 : -9, x, -2, -16, 87*, -3, x, 46
COc1ccc2c(CN3CC=C(c4ccccc4)CC3)cc(=O)oc2c1
 : -10, x, -4, 0, -25, 3, -7, 3
COC(=O)C1=C(c2ccc(OC(F)(F)F)cc2)C[C@@H]2CC[C@H]1N2C(=O)NCCc1ccccc1
 : -1, 4, -3, -5, 30, -1, -14, 15
Cc1ccc(/C=C2\C(=O)NC(=S)N(c3ccc(F)cc3)C2=O)s1
 : 11, x, 3, -113, -23, -1, 11, 20
COC(=O)C1=C(c2cccc(OC)c2OC)C[C@@H]2CC[C@H]1N2C(=O)NCCCOC(C)C
 : -1, 2, 4, 5, -8, -2, 2, -15
c1ccc2c3c([nH]c2c1)CNCC3
 : -11, 3, 3, 10, x, 1, -15, 5
CC[C@H]1C2C[C@H]3[C@@H]4N(C)c5ccccc5C45C[C@H](C2[C@H]5O)N3[C@@H]1O (stereo not given in full)
 : -8, -2, 0, -4, -3, -2, -3, 0
CN(C)C(=O)[C@H]1[C@H](CO)[C@H]2Cn3c(cccc3=O)[C@@H]1N2CC1CC1
 : 12, 6, x, x, 2, 4, x, 3
Cn1c(O)c(/C=C2\C=Nc3ccc(Br)cc32)c(=O)n(C)c1=O
 : -3, 1, -1, 12, 2, -3, 3, -1
CC1CN(C)C(C)(C)CC1(O)c1ccccc1 (stereo not given)
 : 3, x, x, x, 1, 2, x, 5
Cc1cc(C(=O)OCC(=O)Nc2ccccc2F)c(C)n1C1CC1
 : -3, 3, 5, -71, 8, 1, x, 1
COC(=O)C1=C(c2ccc(F)cc2F)C[C@@H]2CC[C@H]1N2C(=O)N1CCCC1
 : -1, -1, -5, -7, 17, 4, 12, 9
C[N+](C)(C)Cc1ccccc1
 : -14, -5, 2, -1, 5, 0, x, -2
COC(=O)C12CCc3cc(OC)ccc3C1=CC(=O)C2 (stereo not given)
 : -6, 1, 0, 4, 19, 3, x, -1
O=c1[nH]c(=S)n(-c2ccc(Br)cc2)c(O)c1C=Nc1ccc(N2CCOCC2)cc1
 : -9, -2, -9, -3, 16, -2, 2, 10
FC(F)(F)c1cccc(NC2=NCCS2)c1
 : 3, x, 3, -19, 14, -1, x, -19
COc1ccc(OC(=O)N(C)C[C@H]2OCc3ccccc3-c3c(n(C)c4ccccc34)C(=O)N([C@@H](C)CO)C[C@H]2C)cc1
 : -55, x, -7, 6, -7, 0, -62, 17

# Next section:
# Second line of a record: S100A4 inh HTS, PglD inh, FN deposit inh, PAX8 inh HTS, LGR2 antag, ERAP1 inh, PGC1a acetyl inh, EWS-Fli block
Cc1cc(C)cc(NC2=NCCCS2)c1
 : 4, x, x, 2, 20, 3, x, -2
Nc1ccc(S(=O)(=O)N2CCCCC2c2cccnc2)cc1 (stereo not given)
 : 17, -3, 9, -2, -6, x, -6, -7
COC(=O)[C@H]1[C@H](CO)[C@H]2Cn3c(ccc(-c4cccc(F)c4)c3=O)[C@@H]1N2C(=O)CC1CC1
 : 6, -2, x, x, -6, 0, x, -10
CCOC(=O)c1cccc(C2=C(CNC(=O)c3ccc([N+](=O)[O-])cc3)[C@H]3CC[C@@H](C2)N3Cc2ccccc2)c1
 : 1, -3, 0, 8, 2, -1, -5, 4
O=C(c1cc(F)ccc1F)C1CCCN(CCCc2ccccc2)C1 (stereo not given)
 : -1, x, -9, -2, 35, -1, x, 5
Cc1nn(Cc2ccccc2Cl)c(Cl)c1C(=O)O
 : -4, 8, -18, -9, -11, -1, -20, 1
Cc1ccc(N2C(=O)NC(=O)/C(=C\C=C\c3ccco3)C2=O)cc1C
 : -39, -7, -8, 31, 7, 0, x, 72*
Cc1ccsc1C(=O)C1CCCN(Cc2cnc(N)nc2)C1 (stereo not given)
 : 5, -1, 5, 12, 1, 1, -9, 0
COC(=O)[C@@H]1[C@@H](CO)[C@@H]2Cn3c(ccc(-c4ccccc4)c3=O)[C@H]1N2CC1CCOCC1
 : 5, 1, x, 11, 19, -1, 4, 4
COc1ccc2cc(C(=O)C3CCCN(C4CCOCC4)C3)ccc2c1 (stereo not given)
 : -5, -1, 11, 16, 20, 3, 7, 12
CC(=C1C(=O)c2ccccc2C1=O)N1CCN(CCN=Cc2c(O)n(C)c(=O)n(C)c2=O)CC1
 : x, -15, 19, -2, x, x, -10, x
